DT40 TDP1 no CPT: qHTS for Inhibitors of human tyrosyl-DNA phosphodiesterase 1 (TDP1): qHTS in cells in absence of CPT; DT40 Tdp1-/- hTDP1 cells, no CPT, ATP luminescence, 48 h; Potency, µM (highest dose often 46.2 µM), for the others: at the top dose activity change, negative = growth inhibition, hits mostly inhibitors; hit rate 15% among 420,000; also: nearly all actives have a fitted effect of over 55% in size
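No-CPT arm: Tdp1-/-;hTDP1 DT40 cells (400/well) plus compounds, incubated ≥48 hr at 37 °C. Readout CellTiter-Glo luminescence.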
DT40 TDP1 CPT: qHTS for Inhibitors of human tyrosyl-DNA phosphodiesterase 1 (TDP1): qHTS in cells in presence of CPT; AID 686979, 2013; chicken DT40 Tdp1-/-;hTDP1 cells + 20 nM CPT, ATP luminescence, 48 h; Potency, µM (series often up to 46.2 µM), inactives show top-dose activity change, negative = growth inhibition, actives largely listed as inhibitors; hit rate 12% among 420,000; also: nearly all actives have a fitted effect of over 55% in size
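Cell growth measured by CellTiter-Glo luminescence after a minimum 48 h, 37 C compound exposure with 20 nM CPT in Tdp1-knockout DT40 cells stably expressing hTDP1, seeded 400/well; qHTS titration format.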
KAT2A inh: qHTS Assay for Inhibitors of GCN5L2. Histone acetyltransferase KAT2A (Homo sapiens), Q92830. hit rate 0.21% among 390,000. GCN5L2 HAT assay, ThioGlo1 CoA-SH fluorescence. Potency, µM (doses to about 58.9 µM), for inactives: top-dose activity change, negative = inhibition, actives largely listed as inhibitors. AID 504327, 2011
Target sequence (Q92830 whole entry, looked up): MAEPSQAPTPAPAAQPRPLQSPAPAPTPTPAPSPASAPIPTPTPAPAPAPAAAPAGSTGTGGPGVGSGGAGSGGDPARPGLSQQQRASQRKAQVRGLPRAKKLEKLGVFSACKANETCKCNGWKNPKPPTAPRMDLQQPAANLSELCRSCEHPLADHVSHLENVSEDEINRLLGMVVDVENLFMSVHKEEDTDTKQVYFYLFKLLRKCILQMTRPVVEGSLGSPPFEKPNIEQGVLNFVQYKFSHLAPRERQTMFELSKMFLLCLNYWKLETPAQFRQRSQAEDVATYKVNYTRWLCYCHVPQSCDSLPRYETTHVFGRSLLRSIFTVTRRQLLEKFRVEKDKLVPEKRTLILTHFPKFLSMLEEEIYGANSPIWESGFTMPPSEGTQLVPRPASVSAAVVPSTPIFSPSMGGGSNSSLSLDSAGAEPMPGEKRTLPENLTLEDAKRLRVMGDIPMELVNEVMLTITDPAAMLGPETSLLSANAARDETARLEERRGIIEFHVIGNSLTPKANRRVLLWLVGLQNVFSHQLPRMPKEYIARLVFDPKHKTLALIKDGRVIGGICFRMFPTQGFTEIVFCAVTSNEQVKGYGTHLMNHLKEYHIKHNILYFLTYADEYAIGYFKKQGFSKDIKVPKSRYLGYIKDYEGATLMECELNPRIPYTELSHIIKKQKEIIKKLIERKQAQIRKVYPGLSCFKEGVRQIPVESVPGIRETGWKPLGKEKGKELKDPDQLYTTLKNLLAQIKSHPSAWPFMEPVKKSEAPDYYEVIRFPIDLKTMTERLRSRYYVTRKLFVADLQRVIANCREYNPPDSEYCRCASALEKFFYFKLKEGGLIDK
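Preincubate 20nM GCN5L2 with compound 15 min, RT → add 50uM ThioGlo1 + 75uM H3(1-25) + 70uM acetyl-CoA → read fluorescence 0 and 20 min. Primary qHTS; fluorescent artifacts likely.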
* hit, by the source's call; ? = inconclusive; nt = not tested or not shown. Calls follow the shape of the dose curve; as a rule, active = well fitted curve in the direction sought with a large enough effect; inconclusive = small, poorly fitted or top-dose-only effect, or another doubt; inactive = no such curve, though single readings can be large; an effect the other way counts as inactive or inconclusive. % is scaled to controls: 0 for no effect and ±100 for the full control effect; potency is read from the fitted curve at half-maximal effect. Some of the compounds tested; count on the stated rates, not on these rows.

| No. | molecule | DT40 TDP1 no CPT | DT40 TDP1 CPT | KAT2A inh |
| --- | --- | --- | --- | --- |
| 1 | O=C(NNC(=O)c1cc(-c2ccc(Cl)c(Cl)c2)nc2ccccc12)Nc1ccccc1 | ? | 15µM* | -9% |
| 2 | Cc1ccc(CSC2=Nc3ccccc3C3=NC(CCC(=O)NCc4cccs4)C(=O)N23)cc1 (centres undefined) | ? | -29% | 1% |
| 3 | CCOC(=O)C(C)Sc1nc2c(c(=O)[nH]c(=O)n2C)n1C/C=C(/C)Cl (centres undefined) | -11% | 9% | -1% |
| 4 | CN1CCN(NC(=S)NC2CCCCC2)CC1 | -17% | 0% | -2% |
| 5 | COC(=O)CCCCNC(=O)Nc1ccccc1 | -15% | 7% | -2% |
| 6 | CC(c1ccccc1)C1CC(=O)N(c2cc(Cl)ccn2)C1=O (centres undefined) | -20% | 20% | 1% |
| 7 | CCOC(=O)N1CCN(C(=O)CSc2nnc(-c3c[nH]c4ccccc34)n2CCOC)CC1 | 21µM* | -21% | -3% |
| 8 | CCc1cccc(C)c1NC(=O)CSc1nc(C)c(C)o1 | -11% | -5% | -2% |
| 9 | Cc1cc(C(C)(C)C)oc1C(=O)N(CC(=O)NC1CCCC1)Cc1ccccc1 | 13µM* | 15µM* | -1% |
| 10 | NC(=O)Cn1nnc(-c2ccc(CN3CCCCC3)cc2)n1 | -2% | -1% | -5% |
| 11 | O=C(NCCCN1CCCC1=O)c1cccc(S(=O)(=O)NCc2ccccc2)c1 | 13% | 5% | 1% |
| 12 | Cc1cc(C)cc(NC(=O)CSc2nccn2-c2ccccc2)c1 | 23µM* | ? | 3% |
| 13 | COc1ccc(C(=O)NC(=S)N(C)C2CCCCC2)cc1Br | ? | ? | -5% |
| 14 | O=C(O)CSc1c2c(nc3cc(C(=O)Nc4ccc(F)c(Cl)c4)ccc13)CCC2 | -2% | 11% | -14% |
| 15 | COCCCNC(=S)NNC(=O)c1cc(-c2cccnc2)nc2ccccc12 | ? | 26% | -2% |
| 16 | O=C(NCCc1ccc(Cl)cc1)c1cc(-c2ccccn2)nc2ccccc12 | ? | ? | -5% |
| 17 | Cc1ccc(-c2noc(CCC(=O)N3CCN(c4cc(C)ccc4C)CC3)n2)cc1 | -19% | -15% | -9% |
| 18 | O=C1c2ccccc2C(=O)N1CSc1nnc(Nc2ccccc2)s1 | -13% | 5% | 4% |
| 19 | Cc1ccc(NS(=O)(=O)c2ccc3c(c2)CCC(=O)N3)cc1 | 1% | 3% | -1% |
| 20 | Oc1ccccc1CN1CCN(C(O)(c2ccccc2)c2ccccc2)CC1 | ? | ? | 0% |
| 21 | COc1cc(OC)nc(Nc2nc(C(N)COCc3ccccc3)cs2)n1 (centres undefined) | ? | ? | nt |
| 22 | CCOc1ccc(CCNC(=O)CCOc2cc(C)ccc2C)cc1OCC | 18µM* | ? | -6% |
| 23 | CCOC(=O)CSc1nc2ccccc2n1CC(=O)N1CCN(c2ccccc2)CC1 | -6% | -2% | ? |
| 24 | Cc1csc(=O)n1CC(=O)OCC(=O)Nc1ccc(F)c(F)c1 | -3% | -16% | -3% |
| 25 | O=C(NCCCN1CCOCC1)c1ccc(CS(=O)(=O)Cc2ccccc2Cl)o1 | 1% | -7% | -5% |
| 26 | O=C(COC(=O)/C=C/c1ccco1)NCCN1C(=O)CSC1=O | 29% | 2% | nt |
| 27 | COc1cccc(NC(=O)C(C)OC(=O)CCCNC(=O)c2ccc(Cl)cc2)c1 (centres undefined) | -3% | 8% | -10% |
| 28 | N#Cc1ccsc1NC(=O)CSc1nncs1 | 16% | -12% | -1% |
| 29 | O=S(=O)(Nc1ccc(Cc2ccncc2)cc1)c1ccc(Br)s1 | ? | -26% | -4% |
| 30 | Cc1ccc2cccc(Oc3ncnc4sc(C)c(C)c34)c2n1 | ? | -22% | -1% |

Given with each value named: 4 of the compounds above.
24: Cc1csc(=O)n1CC(=O)OCC(=O)Nc1ccc(F)c(F)c1
- DT40 TDP1 no CPT: -3%
- DT40 TDP1 CPT: -16%
- KAT2A inh: -3%
28: N#Cc1ccsc1NC(=O)CSc1nncs1
- DT40 TDP1 no CPT: 16%
- DT40 TDP1 CPT: -12%
- KAT2A inh: -1%
18: O=C1c2ccccc2C(=O)N1CSc1nnc(Nc2ccccc2)s1
- DT40 TDP1 no CPT: -13%
- DT40 TDP1 CPT: 5%
- KAT2A inh: 4%
2: Cc1ccc(CSC2=Nc3ccccc3C3=NC(CCC(=O)NCc4cccs4)C(=O)N23)cc1 (centres undefined)
- DT40 TDP1 no CPT: ?
- DT40 TDP1 CPT: -29%
- KAT2A inh: 1%

Continuation.
| No. | molecule | DT40 TDP1 no CPT | DT40 TDP1 CPT | KAT2A inh |
| --- | --- | --- | --- | --- |
| 31 | CC(C)CCN1CCC[C@]2(N[C@H](c3ccccc3)[C@@H]3C(=O)N(Cc4ccccc4)C(=O)[C@@H]32)C1=O | ? | -30% | nt |
| 32 | COc1ccc(CNC(=O)C(=O)NCc2cccnc2)cc1 | 20% | 7% | -2% |
| 33 | NC(=O)CC(NC(=O)Cc1ccc(Br)cc1)c1ccc(N2CCN(c3ccccn3)CC2)c([N+](=O)[O-])c1 (centres undefined) | -16% | ? | 1% |
| 34 | C[C@H](NC(=O)C1CCN(S(=O)(=O)c2ccccc2)CC1)C(=O)NCc1ccc(F)cc1 | 7% | -3% | -1% |
| 35 | C/C(=N\NC(=O)c1ccc(N(C)C)cc1)c1ccc(C)c(C)c1 | ? | 13% | -8% |
| 36 | Cc1ccc(NC(=O)CCNC(=O)c2ccccc2)cc1F | -41% | -2% | -4% |
| 37 | Cc1cc(C(=O)CSc2nnc(CCC(N)=O)n2C)c(C)n1C1CC1 | -9% | -17% | -7% |
| 38 | CCOC(=O)c1c(C)[nH]c(C)c1S(=O)(=O)NCc1ccccc1OCC | 2% | -16% | -5% |
| 39 | Cn1c(CCN2CCCCC2)nc2cc(NS(=O)(=O)c3ccccc3)ccc21 | ? | ? | -7% |
| 40 | COc1ccc(N2CCN(C(CNS(=O)(=O)c3c(C)cc(C)cc3C)c3ccco3)CC2)cc1 (centres undefined) | 26µM* | ? | -20% |
| 41 | c1ccc(-c2cn(C[C@H]3CC[C@@H]([C@@H]4CC[C@H](Cn5cc(-c6ccccc6)nn5)O4)O3)nn2)cc1 | ? | 26µM* | 1% |
| 42 | O=[N+]([O-])c1ccc(-[n+]2ccc3ccccc3c2)c([N+](=O)[O-])c1 | 1.3µM* | 1µM* | -9% |
| 43 | Cc1ccccc1OCC(O)CNCCOc1ccc(C(N)=O)cc1 (centres undefined) | -26% | 0% | -2% |
| 44 | Cc1cc(Nc2ccc(C(=O)O)c(O)c2)n2ncnc2n1 | 1% | -21% | 0% |
| 45 | COC(=O)c1ccc(C(=O)OC)c(NC(=O)CN2CCCCC2)c1 | ? | ? | -10% |
| 46 | NC(=O)c1ccsc1NC(=O)c1nc(-c2ccccc2)n(-c2ccccc2)n1 | ? | ? | -8% |
| 47 | O=C(CSc1nc2nn(-c3ccccc3)c(=O)c-2c2n1CCCCC2)Nc1ccc(F)cc1F | 19% | 3% | -4% |
| 48 | O=C(CS(=O)CC(=O)NC12CC3CC(CC(C3)C1)C2)Nc1ccc(F)cc1 (centres undefined) | -8% | -2% | -6% |
| 49 | Cc1ccc(NC(=O)CN2CCc3ccccc3C2)cc1S(=O)(=O)N(C)C | 23µM* | ? | -1% |
| 50 | Cn1cc(-c2cc3n(n2)CCC(=O)N3CCCC(=O)Nc2ccccc2Cl)c2ccccc21 | 18µM* | 18µM* | -18% |
| 51 | CC(C)(C)c1nnc(NC(=O)C2c3ccccc3Oc3ccccc32)s1 | ? | 23µM* | ? |
| 52 | O=C(CSc1nnc(CNC(=O)c2c(F)cccc2Cl)o1)c1ccccc1 | -29% | -22% | -4% |
| 53 | COC(=O)c1c(NC(=O)C(=O)NCCCN2CCOCC2)sc2c1CC(C)(C)OC2 | -16% | -27% | -8% |
| 54 | Cc1cc(C)c(S(=O)(=O)N(CC(=O)O)CC(=O)O)c(C)c1 | 14% | -3% | 1% |
| 55 | CN(C)S(=O)(=O)NCCNC(=O)c1cc(OCC(F)(F)F)ccc1OCC(F)(F)F | 4% | -8% | -2% |
| 56 | NC(=O)CSc1nnc(-c2ccco2)n1-c1ccccc1 | -11% | 8% | -17% |
| 57 | Cn1c(NNC(=O)c2ccc(C(C)(C)C)cc2)cc(=O)n(C)c1=O | -4% | -24% | -2% |
| 58 | CCc1nnc(NC(=O)CCc2ccccc2OC)s1 | -11% | 10% | -2% |
| 59 | C[C@H]1CN([C@@H](C)CO)C(=O)CCCn2nncc2CO[C@@H]1CN(C)S(=O)(=O)c1ccc(-n2cccn2)cc1 | -1% | 4% | nt |
| 60 | CC(C)(C)NC(=O)CON=C1c2ccccc2-c2ccccc21 | 23µM* | 23µM* | -3% |

Individual results from the list.
In DT40 TDP1 CPT, no. 51 has 23µM*
In KAT2A inh, no. 36 has -4%
In KAT2A inh, no. 39 has -7%
In KAT2A inh, no. 47 has -4%
In DT40 TDP1 CPT, no. 55 has -8%

Next section.
| No. | molecule | DT40 TDP1 no CPT | DT40 TDP1 CPT | KAT2A inh |
| --- | --- | --- | --- | --- |
| 61 | O=C(Nc1cc2c(=O)n(-c3ccc(Oc4ccccc4)cc3)ccc2oc1=O)c1ccccc1 | -22% | ? | -2% |
| 62 | COc1ccc(-c2nnc(SCC(=O)NNC(=O)c3ccc(C)cc3)o2)cc1 | -15% | -9% | -4% |
| 63 | COc1ccccc1N1CCN(C(=O)C(C)N(c2ccc(C)c(C)c2)S(C)(=O)=O)CC1 (centres undefined) | ? | 15µM* | -4% |
| 64 | Cc1cc(NC(=O)c2ccc(N3C(=O)C4C5C=CC(C5)C4C3=O)cc2)no1 (centres undefined) | 1% | 22% | -1% |
| 65 | Cc1cccc(CN2CCC(C(=O)Nc3cccc(-c4cscn4)c3)CC2)n1 | 23µM* | ? | 4% |
| 66 | Cc1cc(/C=C(\C#N)C(=O)NCc2ccccc2)c(C)[nH]1 | ? | ? | nt |
| 67 | CCOCCOc1cccc(C(=O)NC(c2ccccc2)c2ccccc2)c1 | -21% | -4% | -5% |
| 68 | COc1ccc(-c2noc(-c3ccc(NCC4CCCO4)c([N+](=O)[O-])c3)n2)cc1OC (centres undefined) | -27% | ? | -2% |
| 69 | CCc1ccc(NC(=S)N(CCCN2CCN(C)CC2)Cc2cccs2)cc1 | -26% | 6% | 1% |
| 70 | CCCc1ccc2oc(C(=O)N(C)Cc3ccn[nH]3)c(C)c2c1 | -25% | ? | -1% |
| 71 | Nc1cc(Cl)nc(N/N=C/c2ccc([N+](=O)[O-])cc2)n1 | -19% | -29% | -7% |
| 72 | O=C(CN1CCCC1)Nc1c2c(nc3ccccc13)N(Cc1ccccc1)CC2 | -30% | 21µM* | -5% |
| 73 | NC(=O)NC(Cc1ccccc1)C(=O)NNC(=O)COc1ccccc1Cl (centres undefined) | -8% | 2% | -2% |
| 74 | COc1cc2c(cc1OC)CN(C(=O)c1oc3ccccc3c1C)CC2 | 23µM* | 21µM* | -3% |
| 75 | CCCCCCOc1ccc(N2C(=O)CC(N(CCc3ccc(S(N)(=O)=O)cc3)C(C)=O)C2=O)cc1 (centres undefined) | ? | -15% | -6% |
| 76 | O=C(c1cnccn1)N1CCC[C@@]2(CCN(Cc3cc(C(F)(F)F)cc(C(F)(F)F)c3)C2)C1 | ? | 3% | 3% |

A draw from above in order of molar mass, low to high.
| No. | molecule | DT40 TDP1 no CPT | DT40 TDP1 CPT | KAT2A inh |
| --- | --- | --- | --- | --- |
| 70 | CCCc1ccc2oc(C(=O)N(C)Cc3ccn[nH]3)c(C)c2c1 | -25% | ? | -1% |
| 64 | Cc1cc(NC(=O)c2ccc(N3C(=O)C4C5C=CC(C5)C4C3=O)cc2)no1 (centres undefined) | 1% | 22% | -1% |
| 67 | CCOCCOc1cccc(C(=O)NC(c2ccccc2)c2ccccc2)c1 | -21% | -4% | -5% |
| 73 | NC(=O)NC(Cc1ccccc1)C(=O)NNC(=O)COc1ccccc1Cl (centres undefined) | -8% | 2% | -2% |
| 65 | Cc1cccc(CN2CCC(C(=O)Nc3cccc(-c4cscn4)c3)CC2)n1 | 23µM* | ? | 4% |
| 68 | COc1ccc(-c2noc(-c3ccc(NCC4CCCO4)c([N+](=O)[O-])c3)n2)cc1OC (centres undefined) | -27% | ? | -2% |
| 63 | COc1ccccc1N1CCN(C(=O)C(C)N(c2ccc(C)c(C)c2)S(C)(=O)=O)CC1 (centres undefined) | ? | 15µM* | -4% |
